# FBW7 act: activators of human E3 ligase FBW7; Q969H0; AlphaScreen FBW7–phospho-cyclin E peptide binding, activator screen; normalized activity (activation), % at 26.1 µM; 650,000 compounds, 0.13% hits; AID 1259310; in the data active = normalized activity above about 1.9%;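 note: purified mutant Fbw7 with reduced substrate affinity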
# GPR151 ag: activators of human GPR151. PathHunter beta-arrestin GPR151 cells, luminescence. activation, % at 11.2 µM. 650,000 compounds, 1% hits. AID 1508602; in the data active = activation above about 4.9%;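 note: 0% = median of compound wells and 100% = cells with positive control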
# Target sequence (Q8TDV0 whole entry, looked up): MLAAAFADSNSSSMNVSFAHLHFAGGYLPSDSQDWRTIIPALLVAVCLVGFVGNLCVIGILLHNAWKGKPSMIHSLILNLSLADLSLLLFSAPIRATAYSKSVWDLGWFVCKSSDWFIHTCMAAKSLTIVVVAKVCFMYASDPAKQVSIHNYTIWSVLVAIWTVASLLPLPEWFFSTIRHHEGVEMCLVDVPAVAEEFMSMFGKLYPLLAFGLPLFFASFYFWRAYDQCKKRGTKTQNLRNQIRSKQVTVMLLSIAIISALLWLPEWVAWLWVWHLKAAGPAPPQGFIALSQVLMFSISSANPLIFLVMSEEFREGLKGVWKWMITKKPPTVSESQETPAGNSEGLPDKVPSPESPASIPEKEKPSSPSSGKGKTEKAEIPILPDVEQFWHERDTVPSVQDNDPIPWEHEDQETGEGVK
# MITF inh: blocks human microphthalmia-associated transcription factor | AID 1259374 | 650,000 compounds, 0.91% hits | AlphaScreen MITF homodimerization, bead proximity signal | O75030 | inhibition, % at 2.6 µM; in the data active = inhibition above about 50%;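 note: 0% = vehicle wells with protein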
# Target sequence (O75030 whole entry, looked up): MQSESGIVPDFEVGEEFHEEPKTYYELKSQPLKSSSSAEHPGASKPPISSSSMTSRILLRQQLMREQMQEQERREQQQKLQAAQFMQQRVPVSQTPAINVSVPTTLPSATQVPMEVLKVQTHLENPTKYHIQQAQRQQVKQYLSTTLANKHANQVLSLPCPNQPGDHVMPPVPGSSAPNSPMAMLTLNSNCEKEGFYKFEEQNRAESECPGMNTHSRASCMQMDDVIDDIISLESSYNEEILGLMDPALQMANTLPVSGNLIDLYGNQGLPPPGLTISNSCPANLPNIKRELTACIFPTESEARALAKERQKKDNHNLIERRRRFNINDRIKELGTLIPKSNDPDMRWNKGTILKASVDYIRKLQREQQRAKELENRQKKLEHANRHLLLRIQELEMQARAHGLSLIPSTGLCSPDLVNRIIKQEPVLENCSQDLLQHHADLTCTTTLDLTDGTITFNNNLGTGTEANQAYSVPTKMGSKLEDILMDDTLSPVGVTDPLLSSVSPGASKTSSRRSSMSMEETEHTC
# TEAD-YAP block: TEAD-YAP interaction inhibition; 640,000 compounds, 1.4% hits; HEK-TIYL cells, TEAD-Gal4/YAP UAS-luciferase luminescence; inhibition, % at 9.12 µM; in the data active = inhibition above about 32%;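 note: 0% = median of test compound wells and 100% = reference inhibitor wells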
# * = called active by the depositor; · = not tested or not shown; & = joins results of further samples.
# The line under a structure holds: FBW7 act	GPR151 ag	MITF inh	TEAD-YAP block
- COc1cccc(NC(=O)CSc2nsc(SCC(=O)Nc3cccc(OC)c3)n2)c1
 : 0.0	-0.1	15	2
- CCN1CCN(CC(=O)N/N=C/c2cccc(Cl)c2)CC1
 : -0.1	0.0	57*	7
- O=C(/C=C/c1ccco1)ON1C(=O)c2ccccc2C1=O
 : 0.3	-0.2	56*	-3
- COc1ccc(S(=O)(=O)NCc2ccc(C(=O)NCCC3=CCCCC3)cc2)cc1
 : -0.1	0.5	0	-3
- CC(C)=CCC/C(C)=C/CO/N=C1\C[C@@H](O)[C@@H](O)[C@@H]2[C@@H]3C(=O)N(Cc4ccccc4)C(=O)[C@@H]3CC[C@H]12
 : 0.0	-2.4	10	·
- CCOC(=O)C1CCN(Cc2ccc(OC)c(Br)c2)CC1
 : 0.8	0.6	39	19
- CCOC(=O)/C(C(N)=O)=C(O)/C(=C/C(=O)c1ccccc1)Nc1ccc(C)cc1
 : 0.0	1.7	1	18
- CCO/N=C(\CC)C1=C(O)C(C(=O)OC)C(C)(C)CC1=O (stereo not drawn)
 : -0.1	2.0	-2	10
- O=C1NC2(CCCc3sccc32)C(=O)N1Cc1c(F)cccc1Cl (stereo not drawn)
 : 0.0	-1.6	19	-11
- O=C(COc1cccc(N2C(=O)C3C4C=CC(C5CC45)C3C2=O)c1)c1ccc(Cl)cc1 (stereo not drawn)
 : -0.1	1.2	-1	39*
- CCC(C)NC(=O)NC1(C(F)(F)F)Oc2ccccc2O1 (stereo not drawn)
 : 0.2	0.8	11	-6
- COc1ccc(Br)cc1C(=O)N/C(=C\c1cccc([N+](=O)[O-])c1)C(=O)Nc1ccc(Br)c(C)c1
 : 0.0	0.5	-5	10
- COc1cc(/C=C2/NC(=O)N(Cc3ccccc3F)C2=O)cc(OC)c1O
 : 0.0	2.8	-4	6
- Cc1occc1C(=O)N/N=C\c1ccccc1[N+](=O)[O-]
 : 0.1	-5.6	-9	-53
- Cc1ccc(CN2CCNC(=O)C2CC(=O)N2CCCN(Cc3cccs3)CC2)cc1 (stereo not drawn)
 : 0.1	0.0	8	6
- COC(=O)c1cc2c(=O)n3cccc(C)c3nc2n(CCc2ccccc2)c1=N
 : 0.0	-0.4	11	-5
- CCN1CCN(C(=O)N[C@@H](C(=O)N[C@@H]2C(=O)N3[C@@H]2SC(C)(C)[C@@H]3C(=O)O)c2ccccc2)C(=O)C1=O
 : 0.0&0.0	-1.3&0.2	0&1	·
- CN(CC(=O)OCC(=O)NCC(F)(F)F)S(=O)(=O)c1ccc(Cl)cc1
 : -0.2	0.0	-5	5
- O=S1(=O)N=C(N2CCN(c3ccc(F)cc3)CC2)c2ccccc21
 : 0.0	-0.6	-9	-18
- COc1ccc(Cc2nnc(C3CCN(C(C)=O)CC3)s2)cc1
 : 0.1	-0.7	17	-2
- CSc1cccc2sc(N3CCN(C(=O)c4cc(-c5ccccc5)on4)CC3)nc12
 : -0.1	0.6	5	12
- Cc1ccc(S(=O)(=O)N2CCCCC2CCNC(=O)C(=O)NCc2cccs2)cc1 (stereo not drawn)
 : 0.8	0.0	9	48*
- CCOC(=O)c1c(NC(=O)c2ccco2)sc2c1CCCC2=O
 : -0.1	-0.4	-11	-5
- CCN(C(=O)Cn1ncc2c1-c1ccccc1OC2)c1cc(OC)ccc1OC
 : 0.0	-0.2	6	5
- CC(C)c1ccc(CC(=O)N2CCNC(=O)C2(C)C)cc1
 : -0.1	0.5	2	6
- CC1(C)CC(=O)c2sc(NC(=O)c3ccccc3)nc2C1
 : 0.0	-3.8	17	-25
- COc1ccc(C2=NN3C(C2)c2ccccc2OC32C(=O)Nc3ccccc32)c(OC)c1 (stereo not drawn)
 : 0.1	1.1	10	-72
- CCOC(=O)N1CCN(C(=O)c2ccc(Cn3c(=S)[nH]c4cc5c(cc4c3=O)OCO5)cc2)CC1
 : 0.1	-1.2	8	-1
- COc1cc(/C=N/NC(=O)c2ccccc2O)c([N+](=O)[O-])cc1OC
 : -0.1	0.5	6	-3
- COc1cccc(CN2CCN(C(=O)c3cc(C(C)C)[nH]n3)CCC2=O)c1
 : 0.1	-1.0	5	-13
- COc1ccc(NC(=O)COC(=O)c2ccc(NC(C)=O)cc2)c([N+](=O)[O-])c1
 : 0.7	1.5	17	10
- CN(C)CCCNC(=O)c1cc2sc3ccccc3c2s1
 : -0.2	-0.1	2	-10
- NC(=O)c1ccc(N2CCCCC2)c(N2C(=O)C3C4C=CC(C4)C3C2=O)c1 (stereo not drawn)
 : -0.1	0.5	-4	6
- CCOC(=O)/C(=C\c1ccc(N(C)C)cc1)P(=O)(OCC)OCC
 : 0.1	0.6	7	5
- Cc1sc2nc(C(C)C)n3c(SCC(=O)N4CCOCC4)nnc3c2c1C
 : -0.1	-0.6	-9	-9
- CC1CCN(CCCNC(=O)c2cc3sccc3n2C)CC1
 : -0.2	-0.1	-13	1
- CC(C)c1ccc(N(CC(=O)N2CCN(C)CC2)S(C)(=O)=O)cc1
 : 0.3	-0.5	5	0
- COC(=O)C1C(=O)NC(SCC(N)=O)=C(C#N)C1c1ccc(C)cc1 (stereo not drawn)
 : 0.0	-2.2	9	0
- CS(=O)(=O)N(CC(=O)N1CCCCCC1)c1ccccc1
 : 0.1	0.8	5	-7
- CCOC(=O)Cn1nc(C)c(NC(=O)c2ccccc2Br)c1C
 : -0.1	-1.1	-4	-6
- Cc1ccc(C(=O)C(C)OC(=O)CN2C(=O)C3C4C=CC(C5CC45)C3C2=O)cc1 (stereo not drawn)
 : 0.3	0.6	1	-2
- CCCCCCc1cc2cc(C(=O)Nc3ccccc3)c(=N)oc2cc1O
 : 0.0	0.9	0	2
- O=C(Nc1ccc(Cl)c(-c2nc3ncccc3o2)c1)c1ccco1
 : -0.1	0.5	9	12
- CC(C)(NC(=S)Nc1ccccc1)c1ccncc1
 : -0.2	-1.2	-1	-4
- O=c1/c(=C/c2cc(-c3ccccc3)n(-c3ccc(Br)cc3)c2-c2ccccc2)sc2nc3ccccc3n12
 : -0.6	-0.3	5	7
- CCC[C@@H]1NC(=O)[C@H]2CN(Cc3sccc3C)CCN2C1=O
 : 0.2	-1.6	6	9
- Cc1ccc(-c2cc(NC(=O)CCl)on2)cc1
 : 0.1	-2.6	-8	23
- Cc1ccc(C)c(NC(=O)C(NC(=O)OCc2ccccc2)C(C)C)c1 (stereo not drawn)
 : 0.1	-0.7	4	10
- CC(=O)Nc1cccc(C(=O)OCC(=O)Nc2ccc3c(c2)OCO3)c1
 : 0.3	0.1	20	-7
- CCN1CCCC1CNCc1cccc(OC)c1OCc1ccccc1 (stereo not drawn)
 : 0.2	2.8	21	2
- CN(Cc1ccon1)C(=O)CC1(c2ccccc2)CC(=O)N(Cc2cccs2)C1=O (stereo not drawn)
 : 0.0	-0.6	13	-7
- C=CCNC(=O)C(=O)Nc1cccc2ccccc12
 : 0.8	0.1	2	8
- COc1ccc(C(C)=O)c(OC(=O)/C=C/c2ccccc2)c1
 : 0.2	-0.2	1	-6
- CCOC(=O)c1nnn(-c2nonc2N)c1CN(C)C
 : -0.1	0.4	-5	-1
- COc1cc(CNn2nnnc2N)cc(Br)c1OCC(=O)NC(C)(C)C
 : -0.2	-0.3	-4	-4
- O=c1oc(-c2ccc(-n3c(=O)c4ccccc4c4ccccc4c3=O)cc2)nc2ccccc12
 : -0.1	-0.3	-5	-9
- CC1CCN(C(=O)C2CCN(S(=O)(=O)c3ccc(Br)cc3)CC2)CC1
 : 0.0	2.8	-2	-14
- Cn1c(CC(O)(c2ccccc2)c2ccccc2)nc2ccccc21
 : 0.0	0.2	13	3
- CC(C)C[C@@H]1NC(=O)[C@@H]2C[C@H](NC(=O)c3cccc(F)c3F)CN2C1=O
 : -0.4	-1.8	10	-21
- O=CNCc1nc2ccccc2n1Cc1ccccc1F
 : 0.1	1.9	11	5

# 4 of the compounds above, with each value named.
CCC[C@@H]1NC(=O)[C@H]2CN(Cc3sccc3C)CCN2C1=O
  FBW7 act = 0.2 | GPR151 ag = -1.6 | MITF inh = 6 | TEAD-YAP block = 9

CS(=O)(=O)N(CC(=O)N1CCCCCC1)c1ccccc1
  FBW7 act = 0.1 | GPR151 ag = 0.8 | MITF inh = 5 | TEAD-YAP block = -7

Cc1sc2nc(C(C)C)n3c(SCC(=O)N4CCOCC4)nnc3c2c1C
  FBW7 act = -0.1 | GPR151 ag = -0.6 | MITF inh = -9 | TEAD-YAP block = -9

Cc1ccc(C(=O)C(C)OC(=O)CN2C(=O)C3C4C=CC(C5CC45)C3C2=O)cc1 (stereo not drawn)
  FBW7 act = 0.3 | GPR151 ag = 0.6 | MITF inh = 1 | TEAD-YAP block = -2

# Next section
molecule,FBW7 act,GPR151 ag,MITF inh,TEAD-YAP block
Cc1cc(N2CCOCC2)nc2ccc(NC(=O)c3cccc(Cl)c3)cc12,-0.1,-0.4,1,9
O=C(c1cnccn1)N1CCC(Oc2nc3ccccc3s2)CC1,0.0,-0.8,12,12
Cc1ccc(NC(=O)C2C3C=CC4(O3)C2C(=O)N(C2CCCCC2)C4C(=O)NC2CCCC(C)C2C)cc1C (stereo not drawn),-0.1,0.2,-2,13
COc1cc(C2C(C#N)=C(N)OC3=C2C(=O)CCC3)ccc1OCc1cccc(F)c1 (stereo not drawn),-0.1,1.4,9,-10
CC1CCN(c2nc3c(c(=O)[nH]2)CCN(Cc2ccccc2F)C3)CC1,0.2,0.1,5,4
COc1cc([N+](=O)[O-])ccc1NC(=O)CN1c2cccc3cccc(c23)S1(=O)=O,0.3,0.9,15,11
CCCCNc1nc2c(-c3cccc(F)c3)nnn2c2ccccc12,0.1,0.5,9,-3
COc1cc(C(=O)NC(C)C(=O)NN)cc(OC)c1OC (stereo not drawn),0.0,1.1,8,6
COCCNC(=O)/C(C#N)=C/c1cn(CCOc2ccc(F)cc2)c2ccccc12,-0.2,1.1,7,10
CC(C)(C)n1c(O)c(/C=C2\C=c3ccccc3=N2)c(=O)[nH]c1=O,0.0,-0.1,9,7
CCn1cc(C(=O)Nc2ccc(O)c(-c3nc4cc(C)ccc4o3)c2)c(=O)c2ccc(C)nc21,-0.1,-0.8,6,1
O=C(c1ccco1)N1CCN(c2cc(-c3ccccc3)ncn2)CC1,0.1,-0.2,7,0
COc1ccc(-c2cc(C(=O)Nc3cc(C)ccc3C)c3ccccc3n2)cc1OC,0.1,1.5,5,-11
COc1ccc(-c2nc3ccccc3c(=O)n2NC/C=C/c2ccccc2)cc1OC,0.0,0.3,0,7
Cc1nc(N2CCN(c3ccccn3)CC2)c2c(C)c(C(=O)N3CCCC3)sc2n1,-0.1,3.0,-10,18
N#CC1(C#N)C(C(N)=O)C1c1ccccc1Cl (stereo not drawn),-0.1,0.3,-1,7
Cc1nc(N2CCN(c3ccccn3)CC2)c2c(C)c(C(=O)NCc3ccco3)sc2n1,0.0,0.5,2,4
O=C(CSc1nc2ccc(Nc3nc(N4CCCCC4)nc(N4CCCCC4)n3)cc2s1)NCc1ccccc1,0.0,0.0,-19,-6
Cc1ccc(SCc2cc(=O)[nH]c(SCC(=O)N3c4ccccc4Sc4ccccc43)n2)cc1,0.3,0.1,2,4
O=C(COC(=O)c1nn(CCO)c(=O)c2ccccc12)Nc1ccc(Cl)c(Cl)c1,-0.1,-2.2,-8,4
Nc1nc(SCc2ccccn2)[nH]c(=O)c1NC(=O)c1ccc(Cl)cc1,0.1,-0.8,-6,0
CN1CCN(C(=O)c2ccc(-c3nc(NCc4cccc(C(F)(F)F)c4)c4[nH]cnc4n3)cc2)CC1,0.1,-0.9,5,6
CN(C(=O)c1ccccn1)c1nnc(C2CCOC2)s1 (stereo not drawn),-0.1,-0.3,7,-4
CC(C)(C)C(=O)NCC(c1cccs1)S(=O)(=O)c1ccccc1 (stereo not drawn),-0.2,1.1,0,-1
COc1ccc(Br)cc1/C=C1/N=C(c2cccc3ccccc23)OC1=O,0.0,-1.4,-10,1
COCC(=O)n1nc(NCc2ccc(OC)cc2)nc1NCc1ccc(OC)cc1,-0.1,3.4,-16,4
CCn1c(=O)n(CC)c2cc(NC(=O)c3ccc(C)cc3)c(Br)cc21,-0.1,-0.1,1,6
Cc1cc(C)cc(NC(=O)c2cc(=O)c3ccccc3o2)c1,0.1,0.7,3,5
O=C(CN1CC(=O)Oc2ccccc21)Nc1ccc(C(=O)O)cc1,0.1,-0.1,10,-3
O=c1n(-c2ccccc2)c(=O)n2n1C1c3ccccc3C2c2ccccc21,-0.2,-0.9,-3,8
O=C(c1cn(-c2ccc(F)cc2F)c(=O)c2ccccc12)N1CCC2(CC1)OCCO2,-0.1,-0.6,-12,-12
O=C1NCCN(Cc2ccccc2C(F)(F)F)C1CC(=O)N1CCCO1 (stereo not drawn),-0.1,-0.1,9,3
CC(NC(=O)C1CC1)c1nnc2n1CCN(Cc1ccc(-c3ccc(Cl)cc3)o1)CC2 (stereo not drawn),0.3,-1.2,16,-1
Cc1cc(C23CC4CC(CC(C4)C2)C3)cc(NCN2C(=O)c3ccccc3C2=O)c1C,0.1,-1.4,12,5
CN(CCCCN1CCOCC1)Cc1c(C(=O)N(C)Cc2ccccc2)nc2ccccn12,-0.1,-0.7,-6,3
O=C(c1cc(-c2ccc(F)cc2)on1)N1CCc2ccccc2C1,-0.1,-0.2,3,-6
O=C(COc1ccc(F)cc1)NCCS(=O)(=O)N1CCN(c2ncccn2)CC1,1.0,-1.4,14,21
O=C(c1cc2ccccc2o1)c1cnc2ncccn12,0.2,-0.5,14,-41
